Source: PubChem (National Center for Advancing Translational Sciences (NCATS))
AID inhibitor: blocks human AID cytidine deaminase activity. Q9GZX7. 91,000 tested, 0.32% active. AID 1347428. Potency, µM (series often up to 115 µM), without a hit: at the top dose activity change, negative = inhibition, usual class: inhibitors. AID deamination FRET fluorescence, UDG-coupled, 4 h; further: nearly all actives have a fitted effect of over 25% in size
Target sequence (Q9GZX7 whole entry, looked up): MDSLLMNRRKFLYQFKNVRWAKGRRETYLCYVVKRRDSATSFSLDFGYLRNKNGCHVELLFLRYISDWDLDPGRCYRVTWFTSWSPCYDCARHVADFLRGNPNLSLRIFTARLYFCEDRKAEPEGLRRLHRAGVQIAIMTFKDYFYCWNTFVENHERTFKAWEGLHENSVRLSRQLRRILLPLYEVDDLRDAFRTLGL
UDG counter: blocks uracil-DNA glycosylase in AID counter-screen; 91,000 tested, 0.14% active; Potency, µM (titrated, usually from 115 µM), without a hit: at the highest dose activity change, negative = inhibition, hits mostly inhibitors; FRET deamination/UDG coupled assay, UDG read, 4 h; AID 1347430; further: nearly all actives have a fitted effect of over 65% in size
Active calls of the source: *; ? = inconclusive; [ ] = another dose, or the depositor's remark. The call rests on the fitted dose curve; in most records, active means well fitted curve in the direction sought with a large enough effect; inconclusive means small, poorly fitted or top-dose-only effect, or another doubt; inactive means no such curve, though single readings can be large; an effect the other way counts as inactive or inconclusive. On the % scale 0 is the no-effect control and ±100 the full control effect; potency means the concentration at half of the fitted maximal effect. A portion of the library (hit frequency here may not be typical).

Start of the data: the first four records as a preview:
SMILES | AID inhibitor | UDG counter
Cc1ccc(-c2cc(C(F)F)n3nc(C)c(Cl)c3n2)cc1C | 2.2% | 2.0%
COc1cccc(CNC(=O)c2c(O)nc3ccccn3c2=O)c1 | 3.4% | -6.9%
Cc1cc2c(cc3c(SCc4cccc(F)c4)nnc(C)n32)o1 | -6.8% | -11.8%
Cc1ccc(OCCn2c(CNc3cccc(C)c3)nc3ccccc32)cc1 | ? | -6.7%

The list itself (from the top)
SMILES | AID inhibitor | UDG counter
Cc1ccc(-c2cc(C(F)F)n3nc(C)c(Cl)c3n2)cc1C | 2.2% | 2.0%
COc1cccc(CNC(=O)c2c(O)nc3ccccn3c2=O)c1 | 3.4% | -6.9%
Cc1cc2c(cc3c(SCc4cccc(F)c4)nnc(C)n32)o1 | -6.8% | -11.8%
Cc1ccc(OCCn2c(CNc3cccc(C)c3)nc3ccccc32)cc1 | ? | -6.7%
CC(NC(=O)c1ccc(Cn2c(SCc3ccccc3)nc3cccnc32)cc1)c1ccccc1 (stereo not drawn) | 3.7% | -22.2%
COc1ccccc1-c1noc(-c2ccc(NCc3cccnc3)c([N+](=O)[O-])c2)n1 | -22.2% | -10.8%
CC1=Nc2cc(C(=O)N3CCC(C)CC3)ccc2Sc2ccc(Cl)cc21 | ? | -18.4%
O=S(=O)(NCC(c1ccco1)N1CCN(c2ccccc2)CC1)c1cc(F)ccc1F (stereo not drawn) | 14.6% | ?
COc1ccccc1CNC(=O)CCS(=O)(=O)c1ccc2c(c1)CC(C)N2C(=O)C1CC1 (stereo not drawn) | 18.3% | -1.3%[57.5 µM]
Cc1ccc(Nc2nnc(-c3ccc(C)c(S(=O)(=O)N4CCOCC4)c3)c3ccccc23)c(C)c1 | ? | -9.8%
Cc1cnc(C(=O)OCC(=O)c2ccc3ccccc3c2)cn1 | 23.3% | -3.6%
COc1ccccc1C(=O)Nc1ccc(OCc2cc(=O)n3cc(C)sc3n2)cc1 | 4.5% | -10.0%
COC(=O)c1ccc(OC(=O)c2ccc(OC)c(Br)c2)cc1 | 0.3% | 1.5%
CCC(=O)N1CCc2cc(S(=O)(=O)NC(Cc3ccccc3)C(=O)NCc3ccccc3)ccc21 (stereo not drawn) | -11.8% | -8.2%
O=C(Cc1cccs1)N(Cc1ccco1)C1CC1 | 17.0% | 10.2%
Cc1cc(C)c(C(=O)COC(=O)c2ccc(C=O)cc2)c(C)c1 | -24.3% | 4.0%
O=C(O)CCc1oc2cc(O)ccc2c(=O)c1-c1nc2ccccc2[nH]1 | 4.3% | -0.7%
O=C(CC1C=CCC1)N(Cc1ccco1)C1CC1 (stereo not drawn) | 1.3% | -2.9%
COc1ccc(-n2ccnc(NCc3ccccc3OC)c2=O)cc1 | 0.5% | -26.8%
c1cnc(N2CCN(Cc3ccc4c(c3)OCO4)CC2)nc1 | 5.0% | -14.2%
CC(=O)c1ccc(S(=O)(=O)NCCC(=O)O)cc1 | 4.6% | 1.1%
Cc1ccc(-c2noc(CSc3nnc(-c4ccc(Cl)cc4)n3C)n2)cc1 | -12.2% | 0.9%
COc1cccc(Oc2coc3cc(OC(=O)c4ccc(F)cc4)ccc3c2=O)c1 | 2.8% | -11.0%
Cc1cc(C)c(NC(=O)Cn2c(=O)n(Cc3ccc4c(c3)OCO4)c(=O)c3ccccc32)c(C)c1 | 19.3% | -8.4%

Reprinted from the listing for reference:
SMILES | AID inhibitor | UDG counter
O=C(CC1C=CCC1)N(Cc1ccco1)C1CC1 (stereo not drawn) | 1.3% | -2.9%
COc1ccc(-n2ccnc(NCc3ccccc3OC)c2=O)cc1 | 0.5% | -26.8%
c1cnc(N2CCN(Cc3ccc4c(c3)OCO4)CC2)nc1 | 5.0% | -14.2%
CC(=O)c1ccc(S(=O)(=O)NCCC(=O)O)cc1 | 4.6% | 1.1%
Cc1ccc(-c2noc(CSc3nnc(-c4ccc(Cl)cc4)n3C)n2)cc1 | -12.2% | 0.9%
COc1cccc(Oc2coc3cc(OC(=O)c4ccc(F)cc4)ccc3c2=O)c1 | 2.8% | -11.0%
Cc1cc(C)c(NC(=O)Cn2c(=O)n(Cc3ccc4c(c3)OCO4)c(=O)c3ccccc32)c(C)c1 | 19.3% | -8.4%

Next section:
SMILES | AID inhibitor | UDG counter
Cc1ccc(-c2cc(C(=O)OCC(=O)NC(=O)NC(C)(C)C)c3ccccc3n2)o1 | 1.1% | -3.6%
Cc1cc2c(cc1S(=O)(=O)N1CCCCC1)OCC(=O)N2 | -3.3% | 4.4%
CCOc1cccc2cc(C(=O)Nc3c(CC)cccc3CC)c(=O)oc12 | 0.8% | 2.5%
CC12CN3CC(C)(CN(C1)C31C3CC4CC(C3)CC1C4)C2=O (stereo not drawn) | -0.4% | -21.8%
Cc1cccc(NC(=O)CN(C)S(=O)(=O)c2ccc3c(c2)CCC(=O)N3)c1C | -1.2%[57.5 µM] | -4.9%[57.5 µM]
Nc1nccnc1C(=O)NCC(O)c1ccc(F)cc1F (stereo not drawn) | -20.0% | -12.8%
CCCc1cc(=O)[nH]c(SCC(=O)N2CCN(c3ccccc3)CC2)n1 | 5.3% | -5.7%
Cc1cc(C(=O)NCc2ccncc2)c2ccccc2n1 | 9.2% | -2.2%
CCC1CCCCN1C(=O)/C=C/c1ccc(Br)cc1 (stereo not drawn) | -8.4% | -13.2%
O=C(NC1CCCCC1)c1ccc2c(c1)-c1ccccc1C2 | 7.2% | -4.2%
Cc1ccc(Sc2nc3c(c(=O)[nH]c(=O)n3C)n2Cc2ccccc2)cc1 | -2.3% | -4.2%
CCC(=O)N1c2ccccc2CC1C(=O)NCCN1CCN(c2ccccc2F)CC1 (stereo not drawn) | -5.0% | -18.2%
CCN(CC)S(=O)(=O)c1ccc2c(c1)N(CC(=O)NCCCN1CCN(c3ccc(OC)cc3)CC1)C(=O)CO2 | -7.2% | 1.6%
c1cc(-c2noc(-c3ccco3)n2)cc(-c2noc(-c3ccco3)n2)c1 | 21.9% | 7.4%
CSc1ccc(CCNC(=O)CCc2c(C)nc3cc(-c4ccccc4)nn3c2C)cc1 | 2.5% | 5.5%
Cc1ccc(C)c(N2CCN(S(=O)(=O)c3cn(C)c(C)n3)CC2)c1 | 14.3% | -3.2%
O=S(=O)(NCCCO)c1ccc(Cl)c2ccccc12 | -2.0% | -8.1%
O=C(CSc1nnc(-c2cccnc2)n1-c1ccccc1)Nc1ccc(Cl)cn1 | -7.9% | 22.9%
CC(OC(=O)c1cc2ccccc2s1)C(=O)N1CCNC1=O (stereo not drawn) | -12.7% | -5.4%
CCNc1ccc(S(=O)(=O)N(CC)CC)cc1NCc1c(F)cccc1Cl | -14.6% | -9.9%
O=C(NCc1ccccc1OC(F)(F)F)c1ccccc1C(F)(F)F | -3.5% | -10.2%
Cc1c(CNCCCc2ccccc2)c(C(=O)O)c(C)n1Cc1cccc(Cl)c1 | -5.3% | -3.2%
COc1cccc2cc(-c3cc(=O)oc4cc(OC(=O)N5CCOCC5)ccc34)c(=O)oc12 | ? | 2.8%
CCOC(=O)C1CCC(CN(Cc2ccc(OC)cc2)S(=O)(=O)c2ccc(F)c(C(=O)Nc3c(C)cccc3C)c2)CC1 (stereo not drawn) | 1.9% | 15.5%
COc1ccc(C(=O)N2CC(=O)Nc3ccc(Br)cc3C2c2ccc(F)cc2)cc1OC (stereo not drawn) | -3.5% | -9.3%
CCc1ccc(OCC(=O)Nc2ccc3nsnc3c2)cc1 | 21.6% | -9.1%
CCCCOc1cccc(C(=O)Nc2cccc(-c3nc4ncccc4o3)c2C)c1 | 5.8% | -7.2%
Cc1ccc(-c2nc3nc(C)cc(C)n3c2Nc2ccc3c(c2)OCCO3)cc1 | ? | -4.6%
COc1ccc(Cn2c(CNC(=O)c3ccc(N(C)C)cc3)nc3cccnc32)cc1 | 32.4%[activator] | -10.3%
CCn1c(=O)c(=O)n(CC)c2cc(S(=O)(=O)Nc3ccc(C)cc3)ccc21 | 0.0% | -14.2%
COc1ccc(C(=O)OCc2ccccc2C#N)c(OC)c1 | -8.9% | -5.8%
COc1ccc(N2CCN(C(=O)C3Cc4ccccc4N3C(C)=O)CC2)cc1 (stereo not drawn) | -2.1% | -25.3%
CN=C1S/C(=C/c2ccc(C)s2)C(=O)N1C | -6.7% | -13.0%
Cc1ccc(C(=O)Nc2nc3nc(-c4ccccc4)cc(=O)n3[nH]2)cc1 | ? | 8.7%
CC(C)c1ccc(/C=C(/CC(=O)O)c2nc3ccccc3o2)cc1 | -10.7% | 0.3%
CC(=O)Nc1ccc(SC2CCCC2)cc1 | -0.8% | 9.9%
COc1ccc(C2CC(=O)C(C)C(c3ccc(OC)cc3)N2)cc1 (stereo not drawn) | -1.3% | 1.2%
O=C(/C=C/c1ccc(Cl)c(Cl)c1)c1ccccc1OC(F)F | -25.9% | -5.4%
CC(C)c1ccc(-c2noc(SCC(=O)N3CCCCC3C)n2)cc1 (stereo not drawn) | -0.3% | 51.5%[activator]
CCn1c(CN2CCC(C)CC2)nc2cc(NC(=O)COc3ccc([N+](=O)[O-])cc3)ccc21 | 0.9% | 4.6%
CCCC(=O)N(C)CCOc1ccccc1 | -1.3% | -1.9%
CCCN(CCC)S(=O)(=O)c1ccc(C(=O)N2CCn3c4c(c5cc(C)ccc53)CCCC42)cc1 (stereo not drawn) | 2.4% | -18.2%
CCCC(C)(C)NC(=O)CCc1ccc(OC)c(OC)c1OC | 3.7% | -1.4%
CC(NC(=O)OCc1ccccc1)C(=O)O (stereo not drawn) | 3.8% | -0.6%
O=C(NC1CCCCC1)c1ccc2c(c1)N(Cc1cccc(Cl)c1)C(=O)c1ccccc1S2=O (stereo not drawn) | -7.1% | -10.9%[57.5 µM]
Cc1ccc(C)c(N2CCN(C(=O)CCc3nnc4n(C)c(=O)c5ccccc5n34)CC2)c1 | 3.6% | -3.0%
Cc1ccc(-c2nc3ccccc3c(C(=O)O)c2C)s1 | -9.1% | -8.3%
O=C(O)CCCC(=O)NCCN1CCCC1 | 17.7% | -6.7%
CCC(=O)N1CCc2cc(S(=O)(=O)NC(CC(C)C)C(=O)NCc3ccc(C)cc3)ccc21 (stereo not drawn) | 24.8% | -3.4%
N#C/C(=C/c1cccc2c1OCCCO2)c1nc2cc(C(F)(F)F)ccc2s1 | -4.1% | -14.1%
CN(C)c1ccc(NC(=O)Cn2cc(S(=O)(=O)Cc3cccc(Cl)c3)c3ccccc32)cc1 | 188.3%[activator] | ?
CSCC[C@H](NC(=O)[C@H](C)n1nnc2ccccc2c1=O)C(=O)O | 5.4% | 1.5%
Cc1ccccc1-c1nn2c(=O)cc(CN3CCN(S(=O)(=O)c4ccc(Cl)cc4)CC3)nc2s1 | 35.7%[activator] | 28.6%
CC(C)CNC(=O)COC(=O)c1cc(=O)c2cc(Cl)ccc2o1 | -5.1% | -5.4%
Cc1ccc(C)c(-c2cc(C(=O)O)c3cccc(C)c3n2)c1 | -9.4% | -12.8%
Ic1nc[nH]c1I | 0.3% | 10.9%
O=C(NCCc1ccccc1)C1CCN(c2ncnc3c2nc2n3CCCCC2)CC1 | 7.6% | -7.8%
O=C(CCc1cccc(Cl)c1Cl)NC1CCN(C2CC2)C1 (stereo not drawn) | 1.0% | 2.0%
CC(=O)c1ccc(NC(=O)CSc2nc(-c3ccccc3F)nc3c2c(=O)n(C)c(=O)n3C)cc1 | -0.6% | 11.3%
O=C(Nc1ccc(CC23CC4CC(CC(C4)C2)C3)cc1)c1ccc(Cl)cc1Cl | 0.4% | 1.3%

Continued.
SMILES | AID inhibitor | UDG counter
CCOC(=O)c1cc(-c2ccccc2)n(-c2cccc(C(=O)Nc3ccc(OC)cc3)c2)c1C | 5.7% | 42.4%[activator]
CCC(Oc1ccccc1F)C(=O)Nc1ccc(OC)c2ncccc12 (stereo not drawn) | -8.0% | -15.8%
N=c1n(CCO)c2ccccc2n1CCOc1ccc(F)cc1 | 6.3% | 5.9%
CCn1nc(-c2ccccc2)c(-c2ccccc2)c(C(=O)Nc2ccccc2C(N)=O)c1=O | -21.6% | -0.6%[57.5 µM]
CCOC(=O)N1CCc2c(sc3c2c(=O)n(-c2ccc(Cl)cc2)c(=O)n3CC(=O)Nc2ccccc2)C1 | 6.5% | -7.6%

A draw from above in order of heavy-atom count, smallest number first.
SMILES | AID inhibitor | UDG counter
CCC(Oc1ccccc1F)C(=O)Nc1ccc(OC)c2ncccc12 (stereo not drawn) | -8.0% | -15.8%
CCn1nc(-c2ccccc2)c(-c2ccccc2)c(C(=O)Nc2ccccc2C(N)=O)c1=O | -21.6% | -0.6%[57.5 µM]
CCOC(=O)c1cc(-c2ccccc2)n(-c2cccc(C(=O)Nc3ccc(OC)cc3)c2)c1C | 5.7% | 42.4%[activator]
